JMJD2C inh = inhibitors of human GASC-1 (JMJD2C) demethylase. Q9H3R0. GST-JMJD2C(1-420) H3K9me3 demethylation, DELFIA europium. inhibition, % at 2.35 µM. actives 0.069% (n = 330,000). AID 2099;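 active means more than half of a compound's replicate wells show inhibition beyond 50%, single wells judged on their own value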;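 further: signal counts dimethyl H3K9 product captured on neutravidin plate; 0% = median of DMSO wells and 100% = 0.3 times that DMSO median; strong numbers were not always called active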
Target sequence (Q9H3R0 1-420 limits assumed): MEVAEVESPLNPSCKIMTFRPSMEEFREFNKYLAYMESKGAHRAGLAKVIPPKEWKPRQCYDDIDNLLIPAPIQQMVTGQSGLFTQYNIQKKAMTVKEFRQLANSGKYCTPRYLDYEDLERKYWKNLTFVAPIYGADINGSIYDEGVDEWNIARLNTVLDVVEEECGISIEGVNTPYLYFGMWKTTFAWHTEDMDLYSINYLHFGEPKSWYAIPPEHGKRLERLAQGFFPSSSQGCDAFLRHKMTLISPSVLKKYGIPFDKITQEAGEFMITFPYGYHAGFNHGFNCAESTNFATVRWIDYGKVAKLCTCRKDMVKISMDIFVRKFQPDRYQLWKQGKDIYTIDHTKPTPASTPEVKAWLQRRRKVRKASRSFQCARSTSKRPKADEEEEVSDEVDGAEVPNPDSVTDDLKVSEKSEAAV
AHR act = human AHR activation; P35869; AHR-responsive luciferase reporter cells, luminescence; activation, % at 5 µM; actives 2.5% (n = 320,000); AID 2796; in the data active means activation above about 47%;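 further: 0% = vehicle wells and 100% = reference agonist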
Yeast superoxide = lowers age-related superoxide in aged yeast cells | S. cerevisiae aged cells, superoxide DHE fluorescence; active compounds read low | superoxide response (% of plate mean), % at 10 µM | actives 0.18% (n = 330,000) | AID 2690;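 active means superoxide response under a set limit, about three screen SD below normal, cut at about 65% in these data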;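 further: yeast aged for seven days with compound at 30 °C before DHE staining; 100% = average MFI of all compound-treated wells on the plate with controls excluded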
MEP2 TOR yeast = alters MEP2-GFP fluorescence in TOR pathway yeast screen. S. cerevisiae MEP2-GFP strain, flow cytometry GFP, 3 h; 100% = DMSO control level. GFP response vs DMSO, % at 10 µM. actives 0.51% (n = 330,000). AID 2016;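 active means GFP response versus DMSO above a set limit, roughly screen mean plus 3 SD, cut at about 180% in these data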;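 further: median GFP fluorescence of the barcode-gated MEP2-GFP cells per well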
procasp7 counter = counter-screen: procaspase-7 (human) activation | recombinant procaspase-7, Ac-DEVD-pNA absorbance 405 nm; D23A/D198A/D206A triple mutant, cannot self-cleave; scale: DMSO 0, 5 µM enzyme 100 | actives 0.093% (n = 330,000) | P55210 | AID 463210 | activation, % at 8.5 µM;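 active means percent activation above the screen-wide mean plus 3 SD, cut at about 25% in these data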
Target sequence (P55210 whole entry D23A/D198A/D206A): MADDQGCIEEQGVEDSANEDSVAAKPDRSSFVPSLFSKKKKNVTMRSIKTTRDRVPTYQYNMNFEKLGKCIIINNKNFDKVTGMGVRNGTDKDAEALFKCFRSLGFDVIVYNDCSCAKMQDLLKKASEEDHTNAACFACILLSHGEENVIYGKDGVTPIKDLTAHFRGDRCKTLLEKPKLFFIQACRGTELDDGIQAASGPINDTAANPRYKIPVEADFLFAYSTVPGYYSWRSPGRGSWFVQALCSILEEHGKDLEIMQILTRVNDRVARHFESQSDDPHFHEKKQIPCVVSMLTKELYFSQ
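System: Procaspase-7 triple mutant (PC-7 D3A); measure: % activation from two-timepoint absorbance difference, scaled to controls; times: 1 h compound preincubation, 2 h substrate cleavage, 25 °C; also added: Ac-DEVD-pNA substrate, 400 µM as added; measured by: Epi-absorbance of released pNA at 405 nm, two timepoints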
RPL19A-GFP yeast = yeast TOR pathway RPL19A-GFP modulation | S. cerevisiae RPL19A-GFP strain, flow cytometry, 3 h; active compounds read low | percent response vs DMSO, % at 10 µM | actives 0.3% (n = 330,000) | AID 2025;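 active means percent response vs DMSO below 50%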;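 further: median channel GFP fluorescence of the barcoded RPL19A-GFP strain; ratio of sample median GFP to plate DMSO average so 100% = DMSO; lower means less RPL19A-GFP as with rapamycin TOR inhibition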
proCasp3 act = activators of human procaspase-3; recombinant procaspase-3 D3A, Ac-DEVD-pNA absorbance 405 nm; actives 0.11% (n = 330,000); AID 463141; activation, % at 8.5 µM;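 active means activation above the mean of all tested compounds plus 3 SD, cut at about 21% in these data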;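 further: 0% = DMSO alone and 100% = DMSO wells spiked with extra 5 µM PC-3 D3A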
Target sequence (P42574 whole entry D9A/D28A/D175A): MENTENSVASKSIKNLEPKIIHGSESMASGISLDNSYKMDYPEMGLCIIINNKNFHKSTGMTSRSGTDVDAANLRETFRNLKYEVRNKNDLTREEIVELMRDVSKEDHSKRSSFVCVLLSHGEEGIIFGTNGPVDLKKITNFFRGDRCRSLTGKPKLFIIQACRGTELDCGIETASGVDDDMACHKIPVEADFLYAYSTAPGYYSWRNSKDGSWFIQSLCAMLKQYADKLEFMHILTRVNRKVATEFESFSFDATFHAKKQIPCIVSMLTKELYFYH
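Assay system: Procaspase-3 D3A mutant, all three cleavage aspartates alanine. Buffer or medium: Zinc-free HEPES saline buffer with Triton X-100. Times: 1 h compound preincubation, 2 h substrate hydrolysis at 25 °C. Measured by: 405 nm absorbance of p-nitroaniline, reads at 0 and 120 min. Read-out basis: percent activation relative to control range. Replicates: singlicate.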
LAP4 TOR yeast = yeast TOR pathway LAP4-GFP modulation. AID 2023. GFP response vs DMSO, % at 10 µM. actives 0.34% (n = 320,000). S. cerevisiae LAP4-GFP multiplex, flow cytometry GFP, 3 h; median GFP as percent of DMSO wells;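 active means GFP response vs DMSO above a set limit, about the screen mean plus 3 SD, cut at about 150% in these data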
* hit, by the source's call; / = not tested or not shown; & = joins results of further samples. Compounds as they come. Share with any hit: about 3.8%.

SMILES	JMJD2C inh	AHR act	Yeast superoxide	MEP2 TOR yeast	procasp7 counter	RPL19A-GFP yeast	proCasp3 act	LAP4 TOR yeast
CC1CC(C)CN(CCC(=O)Nc2ccc3c(c2)CCC3)C1 (centres undefined)	-7	6	99	100	-8	102	10	103
O=C1COc2ccc(C(=O)COC(=O)c3ccc(F)cc3Cl)cc2N1	-3	0	93	107	14	96	13	104
O=[N+]([O-])c1ccccc1NCCOc1ccccc1	-2	8	101	100	-6	99	0	96
Cc1ccc(S(=O)(=O)Oc2cccc(N3C(=O)C4CC=CCC4C3=O)c2)cc1 (centres undefined)	-6	-2	81	102	3	97	6	99
CCn1nnnc1SCC(=O)Nc1cccc(NC(C)=O)c1	2	0	101	103	8	98	4	99
Cc1oc(-c2ccc(Cl)cc2)cc1C(=O)/C(C#N)=C/Nc1ccccc1	-10	32	118	104	9	96	9	110
CC(C)(C)NC(=O)C1CC(=O)OC1(C)C (centres undefined)	11	-2	101	106	12	100	-9	103
COc1ccc(NC(=O)CN(C)C(=O)c2ccc(NS(=O)(=O)c3ccc(C)c([N+](=O)[O-])c3)cc2)cc1	19	3	104	101	-44	97	-1	107
Cc1ccc(C)c(Nc2nc(-c3cccnc3)cs2)c1	-15	82*	99	109	15	100	-2	109
CC(C)CCC1(CCNC(C)c2cccs2)CCOC(C)(C)C1 (centres undefined)	-9	6	96	102	-6	106	4	102

An excerpt from above in order of the LAP4 TOR yeast value, lowest first:
molecule	JMJD2C inh	AHR act	MEP2 TOR yeast	RPL19A-GFP yeast	proCasp3 act	LAP4 TOR yeast
CCn1nnnc1SCC(=O)Nc1cccc(NC(C)=O)c1	2	0	103	98	4	99
CC1CC(C)CN(CCC(=O)Nc2ccc3c(c2)CCC3)C1 (centres undefined)	-7	6	100	102	10	103
O=C1COc2ccc(C(=O)COC(=O)c3ccc(F)cc3Cl)cc2N1	-3	0	107	96	13	104

(more compounds)
SMILES	JMJD2C inh	AHR act	Yeast superoxide	MEP2 TOR yeast	procasp7 counter	RPL19A-GFP yeast	proCasp3 act	LAP4 TOR yeast
CC(=O)Nc1nc(C)c(C(C)=O)s1	-2	-4	106	100	-12	96	25*	101
CCc1cc2c(=O)n(CCCOC)c(SCC(=O)Nc3oc(C)c4c(C)n[nH]c(=O)c34)nc2s1	-3	18	106	102	-15	101	-6	103
Cc1ccc(C(=O)N/N=C\C=C\c2ccc(Br)cc2)cn1	-3	8	99	93	-13	102	9	100
CCNC(=O)C1CC(=O)N(CCCc2ccccc2)C(=Nc2ccccc2)S1 (centres undefined)	16	3	107	95	1	100	3	112
COc1ccc(-c2nc3c(c(=O)[nH]c(=O)n3Cc3ccccc3)n2C)cc1	4	3	105	99	0	89	5	113
Cn1c(CCNC(=O)C2CCCCC2)nc2cc([N+](=O)[O-])ccc21	52	-3	92	104	-5	99	10	101
CN(C)S(=O)(=O)c1ccc(NC(=O)CN2CCCC2c2ccc3c(c2)OCCCO3)cc1 (centres undefined)	/	-2	104	101	-8	97	3	100
CCCCNC(=O)C(CC)Sc1nc2sc(C(=O)OC)c(C)c2c(=O)n1N (centres undefined)	-2	-1	113	104	1	96	3	104
Cc1cc(=O)[nH]c(N/N=C/c2ccc(OC(=O)c3ccco3)cc2)n1	-3	3	91	107	9	109	-11	95
CC(=O)c1ccc(NC(=O)Nc2ccc(NS(=O)(=O)c3ccc(C)cc3)cc2)cc1	5	1	80	114	1	104	5	118
Cc1ccc(NC(=O)c2cccc(S(=O)(=O)N(C)C3CCCCC3)c2)nc1	-3	3	91	104	5	97	2	103
CC(=O)c1cccc(NC(=O)CSc2nnc(-c3ccncc3)o2)c1	-8	3	95	100	-6	102	7	101
COc1ccc(CNC(=O)CN(C)S(=O)(=O)c2ccc(Cl)cc2)cc1	1	-1	108	97	4	98	-5	114
CC(=C1C(=O)c2ccccc2C1=O)N1CCN(Cc2ccccc2)CC1	0	8	103	91	-2	101	4	89
O=C(NCCCn1ccnc1)c1cccc(S(=O)(=O)Nc2ccc(Br)cc2)c1	9	9	101	98	6	90	-1	96
COc1ccccc1NC(=O)Cn1c(O)c(N=NC(=O)c2ccccc2O)c2ccccc21	5	7	94	105	2	112	8	98
CCCCCC(NC(=O)C1CCN(C(=O)[C@@H](NS(=O)(=O)c2ccc(C)cc2)C(C)C)CC1)C(=O)O (some centres undefined)	-1	-1	102	108	-9	100	2	105
CCCNC(=O)COC(=O)c1ccc(Cl)c(S(=O)(=O)N2CCCC2)c1	-28	0	96	103	4	103	-6	108
CCCOc1cccc(C(=O)Nc2nnn(CCC)n2)c1	-2	4	101	105	5	102	-2	99
CCOc1ccc(CCNC(=O)Cn2nc(C)n3cccc3c2=O)cc1OCC	4	1	94	96	0	97	11	92
CS(=O)(=O)N1CCc2cc(C(=O)N3CCOCC3)ccc21	4	2	94	108	2	102	-6	101
O=C(CSCc1ccc(Cl)cc1)N1CCOCC1	3	-3	98	99	-1	101	-2	93
Cc1c(CCC(=O)O)c(=O)oc2cc(OCc3ccc(Br)cc3)ccc12	-6	/	109	110	/	113	/	108
Cc1cccc(N2CC(c3nc4ccccc4[nH]3)CC2=O)c1 (centres undefined)	-4	0	77	94	-9	102	1	102
CSc1nsc(SCC(=O)Nc2cc(C(=O)O)ccc2C)n1	-3	6	90	104	-12	103	-16	91
Cc1c(C(=O)N(C)C(C)c2ccncn2)oc2c(F)cccc12 (centres undefined)	30	7	93	109	4	98	11	92
COc1cc(NC(=O)Cc2ccc(F)cc2)cc(OC)c1OC	6	10	110	105	4	100	4	93
O=C(O)C(Cc1ccc(O)cc1)N1C(=O)c2ccccc2C1=O (centres undefined)	2	1	113	107	1	107	2	95
COc1cc([N+](=O)[O-])cc2sc(NC(=O)c3c(F)cccc3F)nc12	-1	1	113	90	7	92	1	85
CCn1cc(C2=NC(c3ccccc3)CO2)c2ccccc21 (centres undefined)	1	1	101	102	-1	105	-7	117

An excerpt of these results, in markdown:
| structure | JMJD2C inh | AHR act | Yeast superoxide | MEP2 TOR yeast | procasp7 counter | RPL19A-GFP yeast | proCasp3 act | LAP4 TOR yeast |
| --- | --- | --- | --- | --- | --- | --- | --- | --- |
| Cn1c(CCNC(=O)C2CCCCC2)nc2cc([N+](=O)[O-])ccc21 | 52 | -3 | 92 | 104 | -5 | 99 | 10 | 101 |
| COc1ccccc1NC(=O)Cn1c(O)c(N=NC(=O)c2ccccc2O)c2ccccc21 | 5 | 7 | 94 | 105 | 2 | 112 | 8 | 98 |
| Cc1c(CCC(=O)O)c(=O)oc2cc(OCc3ccc(Br)cc3)ccc12 | -6 | / | 109 | 110 | / | 113 | / | 108 |

The main list resumes, starting 2 compounds before the break.
SMILES	JMJD2C inh	AHR act	Yeast superoxide	MEP2 TOR yeast	procasp7 counter	RPL19A-GFP yeast	proCasp3 act	LAP4 TOR yeast
COc1cc([N+](=O)[O-])cc2sc(NC(=O)c3c(F)cccc3F)nc12	-1	1	113	90	7	92	1	85
CCn1cc(C2=NC(c3ccccc3)CO2)c2ccccc21 (centres undefined)	1	1	101	102	-1	105	-7	117
C=CCn1c(COC)nnc1SCC(=O)c1ccc(F)cc1	-1	20	91	106	0	101	2	103
c1ccc(-c2cc(N3CCOCC3)nc3ccccc23)cc1	1	4	112	97	0	99	-5	97
Cc1ccc(-n2ncc3c(N4CCC5(CC4)OCCO5)ncnc32)c(C)c1	-4	4	103	110	-1	100	2	96
COc1cccc(-c2ncc3ccccc3c2COC(=O)c2cccc(Br)c2)c1	1	2	81	103	1	95	-7	159*
Cc1ccc(C(=O)NCC(=O)Nc2ccncc2)cc1C	6	3	106	95	3	93	-3	103
COc1cc(C#Cc2c(-c3cncn3C)n(C)c3ccc(-c4cc(OC)c(OC)c(OC)c4)cc23)cc(OC)c1	4	40	87	102	3	110	-3	105
CCOC(=O)C1CCCN(c2c(C(=O)c3ccccc3)cnc3ccccc23)C1 (centres undefined)	-3	-1	83	195*	1	112	5	128
Cc1cc([N+](=O)[O-])ccc1NCc1ccco1	6	-1	100	114	-6	98	-8	108
O=C(O)c1ccccc1-c1ccccc1C(=O)Nc1cccc(Br)c1	4	-1	114	100	4	96	-3	101
CCOC(=O)N1CCC(NC(=O)c2ccc(CS(=O)(=O)c3c(Cl)cccc3Cl)o2)CC1	-5&15	3	98	109	7	101	-7	99
COc1cccc2cc(C(C)=O)c(=O)oc12	12	2	91	110	-1	99	2	109
Cc1cccc(OCCCn2ccnc2)c1	-17	12	82	103	3	108	8	102
C=CCNc1nc(Cl)nc(NC2CCCCC2)n1	7	/	89	101	/	94	/	91
CC1(C)Cc2c(sc3c2C2=NCCN2C=N3)CS1	-5	9	95	98	9	98	0	100
Cc1ccc2[nH]c3c(Cl)ncnc3c2c1	-7	13	102	89	2	95	-2	109
CCc1cc(=O)oc2c3c(cc(OCC(=O)NCc4ccco4)c12)OC(C)(C)CC3	-2	6	81	96	10	95	10	100
Cc1cccnc1NC(=O)c1ccc2c(c1)NC(=O)C(C)S2 (centres undefined)	5	12	92	112	13	99	-1	100
Cc1ccc(S(=O)(=O)N2CCOCC2)cc1NC(=O)CNC1CCCC1	14	0	98	110	8	108	3	115
COc1ccc(NC(=O)NNC(=O)COc2ccc3cc(Br)ccc3c2)cc1	5	/	101	105	/	111	/	77
Cc1cccc2cc(C(c3nnnn3Cc3ccc4c(c3)OCO4)N3CCCC3)c(=O)[nH]c12 (centres undefined)	14&1	10	117	99	-7	92	-8	92
CCOc1ccc(CN(C(=O)c2cc3ccccc3oc2=O)C2CC2)cc1	4	0	92	95	-6	94	5	98
COc1cccc(CN(C)C(=O)C23CC4CC(CC(C4)C2)C3)c1	-7	1	95	91	2	97	-2	108
COC(=O)C1=C(C)OC(N)=C(C#N)C1c1cccnc1 (centres undefined)	-24	5	104	89	5	98	-5	/
Cc1cc(C)cc(N=C2NC(=O)CS2)c1	13	17	99	97	4	104	2	87

Pulled by structure from above, 3 records:
SMILES	JMJD2C inh	AHR act	Yeast superoxide	MEP2 TOR yeast	procasp7 counter	RPL19A-GFP yeast	proCasp3 act	LAP4 TOR yeast
CC1CC(C)CN(CCC(=O)Nc2ccc3c(c2)CCC3)C1 (centres undefined)	-7	6	99	100	-8	102	10	103
Cc1ccc(-n2ncc3c(N4CCC5(CC4)OCCO5)ncnc32)c(C)c1	-4	4	103	110	-1	100	2	96
CCCNC(=O)COC(=O)c1ccc(Cl)c(S(=O)(=O)N2CCCC2)c1	-28	0	96	103	4	103	-6	108
